MITF inh = blocks human microphthalmia-associated transcription factor | AlphaScreen MITF homodimerization, bead proximity signal | actives 0.91% (n = 650,000) | AID 1259374 | inhibition, % at 2.6 µM | O75030; in the data active means inhibition above about 50%;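 further: 0% = vehicle wells with protein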
Target sequence (O75030 whole entry, looked up): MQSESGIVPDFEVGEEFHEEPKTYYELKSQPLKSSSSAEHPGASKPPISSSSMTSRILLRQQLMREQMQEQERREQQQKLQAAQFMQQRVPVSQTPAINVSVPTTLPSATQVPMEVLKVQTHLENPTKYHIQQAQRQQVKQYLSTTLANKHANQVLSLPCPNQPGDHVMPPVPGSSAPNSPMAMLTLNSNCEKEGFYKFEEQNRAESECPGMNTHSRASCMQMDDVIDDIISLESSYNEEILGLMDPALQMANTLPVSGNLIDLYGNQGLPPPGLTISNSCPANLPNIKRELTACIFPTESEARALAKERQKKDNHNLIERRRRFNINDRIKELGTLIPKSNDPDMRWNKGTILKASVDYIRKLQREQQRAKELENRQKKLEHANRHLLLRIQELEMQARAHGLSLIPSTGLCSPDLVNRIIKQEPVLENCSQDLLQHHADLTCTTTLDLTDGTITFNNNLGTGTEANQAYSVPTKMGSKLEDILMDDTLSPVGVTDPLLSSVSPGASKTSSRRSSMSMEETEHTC
TEAD-YAP block = TEAD-YAP interaction inhibition | HEK-TIYL cells, TEAD-Gal4/YAP UAS-luciferase luminescence | inhibition, % at 9.12 µM | actives 1.4% (n = 640,000) | AID 1259422; in the data active means inhibition above about 32%;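 further: 0% = median of test compound wells and 100% = reference inhibitor wells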
GPR151 ag = activates the human receptor GPR151; actives 1% (n = 650,000); activation, % at 11.2 µM; PathHunter beta-arrestin GPR151 cells, luminescence; AID 1508602; Q8TDV0; in the data active means activation above about 4.9%;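 further: 0% = median of compound wells and 100% = cells with positive control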
Target sequence (Q8TDV0 whole entry, looked up): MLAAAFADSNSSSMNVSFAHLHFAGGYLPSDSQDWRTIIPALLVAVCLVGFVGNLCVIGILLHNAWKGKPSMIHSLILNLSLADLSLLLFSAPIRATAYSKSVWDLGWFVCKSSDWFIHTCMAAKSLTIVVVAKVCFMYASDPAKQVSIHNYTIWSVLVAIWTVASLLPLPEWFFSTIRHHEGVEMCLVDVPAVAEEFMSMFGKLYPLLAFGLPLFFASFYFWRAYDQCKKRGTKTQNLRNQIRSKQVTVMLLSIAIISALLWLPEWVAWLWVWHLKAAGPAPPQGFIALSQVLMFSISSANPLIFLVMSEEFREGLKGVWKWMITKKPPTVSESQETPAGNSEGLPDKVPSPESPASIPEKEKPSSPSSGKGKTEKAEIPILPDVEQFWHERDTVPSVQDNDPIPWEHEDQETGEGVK
FBW7 act = activators of human E3 ligase FBW7; Q969H0; AlphaScreen FBW7–phospho-cyclin E peptide binding, activator screen; normalized activity (activation), % at 26.1 µM; actives 0.13% (n = 650,000); AID 1259310; in the data active means normalized activity above about 1.9%;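 further: purified mutant Fbw7 with reduced substrate affinity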
The depositor's hits bear a star.

SMILES	MITF inh	TEAD-YAP block	GPR151 ag	FBW7 act
CCCCNC(=O)c1sc(=S)n2c1[nH]c(=O)c1ccc(C(=O)OC)cc12	-2	0	-1.1	-0.1
Cc1ccc(NC(=O)c2ccc(S(=O)(=O)N(C)C)cc2)cc1	-9	-16	-0.3	0.0
CCCc1ccc(OCCNC(=O)c2cc(C(=O)NCCOc3ccc(CCC)cc3)cc([N+](=O)[O-])c2)cc1	8	5	-0.4	0.0
COc1ccccc1NC1=CC(=O)CC1	5	-3	-2.2	0.8
COc1ccccc1NC(=O)C1Sc2nnc(C)n2NC1c1ccc(F)cc1 (stereo not given)	-80	-10	2.7	0.0
CC(C)(C)C(=O)CSc1nc(-c2ccccc2Cl)cc(-c2ccccc2)c1C#N	11	7	-0.4	0.1
Cc1ccc2[nH]c(=O)c(CN(CCO)S(=O)(=O)c3ccccc3)cc2c1	-8	-5	0.8	-0.3
CCCCOC(=O)Nc1nnc(C)s1	-8	-5	0.4	-0.2
O=C(c1c[nH]c2ccc(S(=O)(=O)N3CCCCC3)cc2c1=O)N1CCOCC1	11	-8	-0.6	-0.1
CCc1ccc(OCC(=O)OCC(=O)c2cc(OC)c(OC)c(OC)c2)cc1	12	-6	-0.1	0.0
CC1(C)CC(n2c(=O)c3cc4c(=O)n(C5CC(C)(C)NC(C)(C)C5)c(=O)c4cc3c2=O)CC(C)(C)N1	4	2	1.4	-0.1
O=C(Nc1cccc(Cl)c1)c1c(O)c2c([nH]c1=O)CCCC2	4	-2	-0.2	0.1
C=CCNC(=O)C(=O)N/N=C/c1cccc(OC)c1OC	-3	1	0.5	-0.1
CCCC(=O)Nc1nnc(SCC(=O)NCc2cccs2)s1	11	-5	-0.3	0.5
COc1ccc(C(=O)N(Cc2cc3ccccc3[nH]c2=O)CC2CCCO2)cc1 (stereo not given)	4	3	0.0	0.1
Cc1cccc(OCC(O)Cn2c(C3CC(=O)N(c4ccccc4F)C3)nc3ccccc32)c1 (stereo not given)	17	9	-1.2	0.5
CCOC(=O)c1c(-c2ccccc2)csc1NC(=O)CSc1n[nH]c(=O)[nH]c1=O	10	3	1.7	0.2
COc1ccc(NC(=O)O/N=C/c2ccc([N+](=O)[O-])cc2)cc1	13	-22	-1.1	0.9
Cc1cc(OCC(=O)Nc2cc(C(=O)O)cc(C(=O)O)c2)cc(C)c1Cl	-8	3	-1.4	0.0
O=C(Nc1ccccc1C(F)(F)F)c1cc(S(=O)(=O)NCc2ccc(F)cc2)ccc1F	-4	-3	2.8	-0.1
CCc1nc2ccccc2n1CC(=O)NNC(=O)CCOc1cccc(Br)c1	4	7	-1.4	0.0
CC(Nc1nc(-c2ccccc2F)nc2ccccc12)c1ccccc1 (stereo not given)	-1	2	-0.5	-0.2
CC1(C)CC(=O)C2=C(C1)OC1=C(C(=O)CC(C)(C)C1)C2c1cc(Cl)ccc1O	19	7	-0.1	0.0
COc1ccc(N2C(=O)NC(=O)/C(=C\c3ccc(N4CCCC4)cc3)C2=O)cc1	6	4	-0.6	0.2
CCCc1ccccc1OCCNc1nc2c(c(=O)n(C)c(=O)n2C)n1C	-6	22	-1.1	0.6
COc1ccc(NC(=O)CSc2ncnc3c2nnn3Cc2ccccc2F)cc1	13	9	1.6	-0.1
CCN(CC)CCCNC(=O)c1sc2ncn(CC(=O)N3CCC(C)CC3)c(=O)c2c1C	-9	-5	0.2	-0.1
CC(C)n1c(-c2ccccc2)nc2c(Nc3ccc(Oc4ccccc4)cc3)ncnc21	5	9	-0.6	0.0
CCOC(=O)N1CCN(C(=O)CSc2cc(N3CCCC3)ncn2)CC1	-2	5	0.0	0.0
CCCN(CCC)S(=O)(=O)c1ccc(C(=O)Nc2nc(-c3ccc(I)cc3)cs2)cc1	-1	9	0.0	0.0
COc1cc(C(=O)Nc2c(C)cc(Br)cc2C)cc(OC)c1OC	-6	2	0.0	0.1
COCCn1nnnc1C(c1ccc(C)cc1)N1CCc2ccccc2C1 (stereo not given)	2	-12	-0.3	0.2
Cc1cccc(N2CCN(S(=O)(=O)CCNC(=O)COc3ccc(F)cc3)CC2)c1	1	1	-0.4	0.2
O=C(O)C1CC(=O)N(c2cccc(Br)c2)C1 (stereo not given)	-12	-16	0.9	0.1
CCOc1ccc(C(C)(O)CN2CCOCC2)cc1 (stereo not given)	-3	-8	-0.7	-0.2
C=CCN(CC=C)C(=O)C1CCN(c2nc(C)c3ccc(S(C)(=O)=O)cc3n2)CC1	-11	6	-0.9	0.0
Cc1nn(C)c(C)c1-c1nc2ccc(C(=O)Nc3ccc(N4CCOCC4)cc3)cc2s1	-2	-34	3.6	-0.2
O=C(Nc1ccccc1F)c1ccc([N+](=O)[O-])cc1[N+](=O)[O-]	13	8	1.2	0.1
O=C(/C=C/c1ccc(-c2ccc(F)cc2)o1)c1ccco1	58*	-64	0.3	-0.1
Cc1cc(Cl)ccc1OCC(=O)N/N=C/c1cccc(O)c1	6	5	0.2	0.1
COc1ccc(C2(O)CCN(C(=O)c3ccc(OC)c(OC)c3)CC2)cc1	-6	8	-0.6	0.0
COC(=O)C1=C(C)N(C)C(C)=C(C(=O)OC)C1c1cccc(Br)c1	1	-14	-0.9	0.0
COc1ccccc1/C=C/CN1CCNC(=O)C1CC(=O)NCC(C)(C)CO (stereo not given)	-3	7	-0.6	-0.1
O=C1CC2(CCN(S(=O)(=O)c3ccc(F)cc3)CC2)Oc2ccccc21	20	14	0.4	0.6
CCOC(=O)c1sc2nc(SCC(=O)Nc3ccc(N(C)C)cc3)n(Cc3ccc(Cl)cc3)c(=O)c2c1C	1	-3	-0.7	0.0
O=C(NCc1ccco1)Nc1c[nH]c2cccnc2c1=O	59*	-4	-0.6	-1.2
COc1cc(CNc2ncc(-c3cccc(N(C)C)c3)n3ccnc23)cc(OC)c1OC	15	5	2.7	0.3
COCCCN1C(=O)C(=O)/C(=C(/O)c2ccc(C)cc2)C1c1cccc2ccccc12 (stereo not given)	-5	-7	2.3	-0.1
CS(=O)(=O)c1ccc(C(=O)OCc2cc(=O)oc3cc4c(cc23)CCC4)cc1[N+](=O)[O-]	-8	5	2.7	-0.1
O=C(CN(Cc1ccccc1)S(=O)(=O)c1ccc(F)cc1)NCCc1ccccc1	-8	2	1.3	0.0
Cc1ccc(NC(=O)CSc2ccc3nnc(-c4cccc(F)c4)n3n2)c(C)c1	2	-6	1.8	0.0
Cc1cc(Cl)ccc1OCC(=O)N/N=C/c1ccc(O)cc1O	5	5	-0.7	-0.2
Cc1cccc(OCC(=O)Nc2ccc(S(=O)(=O)N3CCc4ccccc43)cc2)c1	-13	-4	1.1	0.0
Cc1ccccc1-n1c(SCC(=O)Nc2nccs2)nnc1-c1ccncc1	0	21	-0.7	-0.2
Cc1ccc(C(=O)Nc2ccc3c(c2)oc2ccccc23)o1	13	-69	-0.7	0.5
Cc1ccc(-n2cnn(CC#N)c2=O)cc1	3	4	1.4	0.1
CCCCC1CN(CCC(=O)NCCCOCC)Cc2ccccc2O1 (stereo not given)	0	-4	0.1	-0.1
COCCn1c(C)cc(C2=NNC(=Nc3ccc(C)cc3)SC2)c1C	-5	-3	0.0	-0.2
CN(C)c1ccc(CCN2CCc3nc4ccncc4cc3C2)cc1	20	4	1.0	0.1
CC1CCCN(S(=O)(=O)c2ccc(NC(=O)c3cccc([N+](=O)[O-])c3)cc2)C1 (stereo not given)	0	-8	-0.5	0.1

Continuation.
SMILES	MITF inh	TEAD-YAP block	GPR151 ag	FBW7 act
COc1ccc(Cl)cc1C(=O)N/C(=C\c1cccc([N+](=O)[O-])c1)C(=O)Nc1ccc(C)cc1Br	3	1	0.7	-0.1
CCOC(=O)c1sc(NC(=O)/C(N=Nc2ccccc2C(=O)O)=C(\C)O)nc1C	-1	8	0.1	0.0
CCOC(=O)c1nn(CCO)c2c1CN(Cc1cccc3nccnc13)CC2	8	-4	1.0	0.0
COC(=O)c1c(NS(=O)(=O)c2ccc(NC(C)=O)cc2)sc2c1CCCCC2	22	9	-0.3	0.2
O=C(C1CC12CCN(Cc1ncc[nH]1)CC2)N1CCN(Cc2ccccc2)CC1 (stereo not given)	-3	4	-0.1	-0.1
O=C(CCC(=O)Nc1ccc(Br)cc1)N/N=C/c1ccc([N+](=O)[O-])cc1	-16	-2	1.1	-0.1
O=c1[nH]c(N/N=C/c2cc3c(cc2Br)OCO3)nc2ccccc12	-10	3	-0.6	0.0
COc1ccc(CCNC(=O)c2ccc3c(=O)n(CCC4=CCCCC4)c(=S)[nH]c3c2)cc1OC	11	-1	0.1	0.2
N#Cc1cc2cc3c(cc2nc1SCC(=O)c1ccc2c(c1)OCCO2)OCO3	-5	-15	-0.5	-0.1
COc1ccccc1N(CN1CCCC1=O)C(=O)c1c(F)cccc1Cl	0	2	0.6	-0.1
CC(=O)Nc1ccc(S(=O)(=O)Nc2cccc(C(=O)O)c2)cc1	-8	2	-1.6	0.0
CCC1S/C(=N\N=C\c2ccccc2)NC1=O (stereo not given)	-8	-21	0.7	0.3
COCCN(C(=S)Nc1cccc(Cl)c1)C1CCN(C(C)C)CC1	6	-3	1.2	0.2
Cc1cc(C)cc(N(CC(=O)NC2CCCCC2)C(=O)CNC(=O)c2ccco2)c1	3	-6	0.2	-0.1
Cc1ccnc(SCc2cc(=O)c(OC(=O)c3ccc(Br)cc3)co2)n1	10	4	0.0	0.0

Reformatted: entries from further up
Every second line gives: MITF inh, TEAD-YAP block, GPR151 ag, FBW7 act
COCCn1nnnc1C(c1ccc(C)cc1)N1CCc2ccccc2C1 (stereo not given)
 : 2, -12, -0.3, 0.2
Cc1cccc(N2CCN(S(=O)(=O)CCNC(=O)COc3ccc(F)cc3)CC2)c1
 : 1, 1, -0.4, 0.2
O=C(O)C1CC(=O)N(c2cccc(Br)c2)C1 (stereo not given)
 : -12, -16, 0.9, 0.1
CCOc1ccc(C(C)(O)CN2CCOCC2)cc1 (stereo not given)
 : -3, -8, -0.7, -0.2
C=CCN(CC=C)C(=O)C1CCN(c2nc(C)c3ccc(S(C)(=O)=O)cc3n2)CC1
 : -11, 6, -0.9, 0.0
Cc1nn(C)c(C)c1-c1nc2ccc(C(=O)Nc3ccc(N4CCOCC4)cc3)cc2s1
 : -2, -34, 3.6, -0.2

The listing continues:
SMILES	MITF inh	TEAD-YAP block	GPR151 ag	FBW7 act
CCOc1ccc(-c2[nH]nc3c2C(c2ccccc2)C(C#N)=C(N)O3)cc1 (stereo not given)	-1	1	-1.5	-0.8
COCCCNC(=O)/C=C/c1ccc(C)cc1	9	-30	3.0	0.2
O=C1NC(=S)S/C1=C\c1cccc(OC(=O)c2ccco2)c1	-11	-5	-0.8	-0.1
CN(CCO)c1ncnc2sccc12	-1	6	6.6*	0.0
CCC(c1nnnn1Cc1ccco1)N1CCN(C(=O)c2ccco2)CC1 (stereo not given)	-3	7	-0.6	0.0
CCCOc1ccc(C(CC(=O)O)NC(=O)c2ccc(OCC)cc2)cc1 (stereo not given)	-10	-5	-0.7	-0.1
Cc1c(Cl)cccc1N1C(=O)C2C(c3ccc(Br)cc3)OC3(C(=O)c4ccccc4C3=O)C2C1=O (stereo not given)	-10	-4	1.8	-0.1
Cc1ccc(C)c(S(=O)(=O)N2CCCC2CNC(=O)C(=O)Nc2ccccc2F)c1 (stereo not given)	14	0	-2.9	0.8
CN(C)c1nc(C=C(C#N)C#N)c(Cl)n1-c1ccc(F)cc1	-2	3	-1.3	0.6
CC(=O)C1=C(O)C(=O)N(c2ccc(Br)cn2)C1c1ccc(C)cc1 (stereo not given)	2	-40	4.7	0.0
COc1cc(Nc2ncnc3c2nc(Nc2cccc(N(C)C)c2)n3C(C)C)cc(OC)c1OC	16	1	-1.2	0.3
CC(C)N(CCNc1ncnc2c1nc(N1CCN(Cc3ccc4c(c3)OCO4)CC1)n2C(C)C)C(C)C	-10	2	-0.7	-0.1
CCc1ccc(/C(C)=N/NC(=O)CNc2ccccc2C)cc1	14	-4	-0.8	0.1
O=C1Nc2cc(C(=O)N3CCOCC3)ccc2NC1CSCc1ccccc1Cl (stereo not given)	-13	-11	-1.5	-0.2
O=C(Nc1ccccc1Cl)c1ccc(Nc2nc(-c3ccccc3)c3cc(Br)ccc3n2)cc1	11	5	1.1	0.2
C=CCOc1cc2oc(=O)cc(C)c2cc1CC	-1	-7	0.4	0.1
CCOc1ccccc1N1CCN(Cc2cccc(OC)c2O)CC1	17	8	-0.4	0.0
O=C(O)CC1S/C(=N/N=C/c2cccc(Oc3ccccc3)c2)NC1=O (stereo not given)	1	10	0.8	-0.2
COc1ccc(NC(=O)CSc2nccn3nc(-c4ccccc4OC)cc23)c(OC)c1	11	5	0.1	0.3
COc1ccc(Cc2nc3ccccc3c(=O)o2)cc1OC	-2	-9	-1.2	-0.1
NS(=O)(=O)c1ccc(CCNc2ccccc2[N+](=O)[O-])cc1	1	-38	1.0	-0.2
CN(C)S(=O)(=O)c1cc(C(N)=O)c(Cl)cc1Cl	-3	-12	1.0	-0.2
CC1(CCC(=O)NCc2ccc(C(F)(F)F)cc2)CCC(=O)N1 (stereo not given)	-15	-6	0.7	0.0
COc1cc2nc(Nc3ccc(N4CCOCC4)cc3)nc(NCCc3ccc(O)cc3)c2cc1OC	8	7	-0.5	-0.3
O=C(OCCNC1=C(Cl)C(=O)c2ccccc2C1=O)c1ccccc1	5	-3	0.5	0.1
